TLR9-MyD88 inh: blocks human TLR9 binding to MyD88; Q9NR96+Q99836; CHO BLA complementation TLR9-MyD88, CCF4 FRET ratio; inhibition, % at 4.98 µM; 340,000 tested, 0.21% active; AID 504734;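 active = inhibition above the mean over all tested compounds plus 3 SD, cut at about 21% in these data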;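 also: 0% = DMSO only wells and 100% = clavulanate BLA inhibitor control wells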
HTR2A ag: agonists of mouse serotonin 5-HT2A receptor (HTR2A). activation, % at 7.6 µM. P35363. CHO-K1 mHTR2A beta-arrestin complementation, luminescence; percent of 30 µM serotonin response. 360,000 tested, 0.66% active;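 active = activation above a run cutoff, the mean activation of all tested compounds plus 3 SD, cut at about 14% in these data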;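 also: 0% = plate median of compound wells and 100% = 30 µM serotonin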
MC4R barr agon: agonists of human melanocortin 4 receptor (MC4R) beta-arrestin; P32245; U2OS MC4R beta-arrestin complementation, luminescence; percent of melanotan II response, DMSO zero; activation, % at 8.9 µM; 360,000 tested, 0.98% active;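 active = activation above a per-plate cutoff, the mean activation of sample wells on that plate plus 3 SD, cut at about 8% in these data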
Glyco luc inh: blocks N-linked glycosylation in D54 reporter cells. D54 ERlucT glycosylation luciferase reporter, 24 h; percent of 100 nM tunicamycin response. reporter increase, % at 12.5 µM. 360,000 tested, 0.23% active;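 active = mean luciferase reporter signal, scaled so untreated is 0 and the glycosylation-blocking control 100, at or above a set limit in every replicate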;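 also: luciferase carries N-glycosylation sites so blocking glycosylation raises the light; 0% = median of neutral control wells and 100% = median of 100 nM tunicamycin wells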
ABHD5 PLIN5 PPI: ABHD5-PLIN5 protein interaction inhibition. Q00G26+Q8WTS1. Split G. princeps luciferase complementation, luminescence, 4 h. inhibition, % at 4 µM. 360,000 tested, 0.78% active. AID 602281;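 active = inhibition above the mean inhibition across every tested compound plus 3 SD, cut at about 22% in these data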;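 also: 0% = DMSO only wells and the 100% control is not disclosed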
SRC2 inh: human SRC2 (NCOA2) inhibition; inhibition, % at 9 µM; 370,000 tested, 0.17% active; HEK293 GAL4-SRC2 luciferase reporter, luminescence;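 active = inhibition above the mean inhibition of all tested compounds plus 3 SD, set per campaign, cut at about 52% in these data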;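 also: 0% = DMSO treated cells and 100% = cells given Gossypol at 36 µM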
NOD2 RIPK2 PPI: blocks binding of human NOD2 to RIPK2 | CHO BLA complementation NOD2-RIPK2, CCF4 ratio | inhibition, % at 4.98 µM | 360,000 tested, 0.38% active | AID 624267; in the data active = inhibition above about 21%;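 also: 0% = vehicle only and 100% = reference blocker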
Cardio protect: protects H9c2 cardiomyocytes from peroxide injury. AID 588492. 360,000 tested, 0.63% active. protection from H2O2 cell death, % at 20 µM. H2O2 injury protection, ATPLite, 2 h;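 active = compounds giving at least 50% protection of heart cells from peroxide-induced death in the single-dose screen, raw or plate-pattern-corrected value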;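 also: 0% = DMSO wells with peroxide and 100% = DMSO wells without peroxide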
ABCB6 inh MLPCN: inhibitors of human ABC transporter ABCB6; K562-ABCB6 porphyrin accumulation, flow cytometry, 1 h; stronger effect = lower value; fluorescence ratio to DMSO, % at 10 µM; 360,000 tested, 0.19% active;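 active = fluorescence ratio to DMSO below 75%, the collection mean minus 3 SD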;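 also: signal is porphyrin accumulated inside mitochondria; 100% equals median channel fluorescence of DMSO control wells; lower ratio means ABCB6 inhibition with less porphyrin fluorescence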
MC4R antagonist: antagonists of human melanocortin 4 receptor (MC4R). inhibition, % at 6.5 µM. MC4R-expressing cells, MTII-stimulated cAMP, LANCE TR-FRET. AID 540295. P32245. 360,000 tested, 0.48% active;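 active = inhibition above its plate's cutoff, the mean of tested wells on that plate plus 3 SD, cut at about 29% in these data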;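 also: 0% = Melanotan II alone and 100% = Melanotan II plus saturating MCL0020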
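Test system: U2OS cells stably expressing human melanocortin 4 receptor (MC4R); also added: Melanotan II challenge; compound: 6.5 µM single dose; timing: 30-min compound preincubation, 1-h Melanotan II challenge, 1-h detection, room temperature; signal: Eu-cAMP/anti-cAMP TR-FRET, emission 671 nm; repeats: one well per compound, no replicates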
* hit, by the source's call; / = not tested or not shown.

SMILES,NOD2 RIPK2 PPI,HTR2A ag,ABCB6 inh MLPCN,SRC2 inh,ABHD5 PLIN5 PPI,Glyco luc inh,MC4R barr agon,TLR9-MyD88 inh,Cardio protect,MC4R antagonist
CCc1nc2c(OCc3cc(Cl)cc(Cl)c3)cccn2c1N(C)C(=O)c1ccc(C)cc1,0,-1,94,10,8,4,2.5,/,-3,6
COC(=O)C1CN(C(=O)C(C)Oc2cccc(C)c2C)c2ccccc2O1 (stereo not given),4,2,92,-2,-1,1,1.2,-7,-3,3
COCC(=O)N1CCCN(c2nc3c(C)cccc3cc2C#N)CC1,3,4,104,12,-5,1,-0.3,7,18,-5
COCCNC(=O)C1(C)Oc2ccccc2NC1=O (stereo not given),-9,-2,90,5,0,2,-1.4,-3,13,7
CCCn1c(=N)c(C#N)cc2c(=O)n3ccccc3nc21,-7,-3,104,6,0,4,-1.6,-2,14,0
COCCn1c(=S)[nH]c2cc(C(=O)N3CCCC(C)C3)ccc2c1=O (stereo not given),1,6,100,6,-6,0,-4.3,4,-5,-1
COc1cc(S(=O)(=O)N2CCCCCC2)c(OC)cc1Br,-5,1,90,2,7,-2,-0.7,-1,-4,3
COc1ccc(Cl)cc1N(CC(=O)N1CCCCCC1)S(C)(=O)=O,2,-6,105,7,-5,-1,-0.9,-13,-6,-4
CSc1ccccc1OCc1cc(C(=O)N(C)Cc2cc(C)[nH]n2)no1,-14,-2,106,-27,7,2,1.2,-13,5,6
COC(=O)/C=C1/N/C(=N\c2nc(C)cc(C)n2)N(c2ccccc2)C1=O,1,4,102,-8,8,1,-1.2,-14,5,5
NCCCCCC(=O)O,-8,1,101,-2,-8,1,-0.1,-4,-4,21
COc1ccccc1CNS(=O)(=O)c1cccc(S(=O)(=O)N2CCOCC2)c1,-1,-2,96,-19,3,0,2.3,-3,7,6
NNC(=O)c1nc(Cl)c(Cl)c(N)c1Cl,-10,-6,98,11,-2,0,0.0,-6,6,18
CCCCOc1ccccc1C(=O)NCC(=O)O,0,3,107,-15,1,1,-1.6,-14,4,2
COc1ccc(NC(=O)CO/N=C(\C)c2cccs2)cc1,-8,7,97,-7,-3,-1,-0.8,2,-3,22
COc1ccccc1N1CCN(Cc2cc3c(cc2[N+](=O)[O-])OCO3)CC1,2,-4,94,17,2,-1,0.5,-16,11,0
COc1ccc(C(=O)Nc2ccc(-n3nncc3C(C)(C)C)cc2)cc1,9,-7,87,19,-3,-3,-1.3,-5,-7,3
COC(=O)CSc1nc2nc(C)cc(C)n2n1,-12,-2,100,-2,6,1,-1.2,7,21,5
Cc1ccc(-c2nc(C3CCCN(S(=O)(=O)c4ccc(C)cc4)C3)no2)cc1 (stereo not given),3,2,102,-18,-4,-3,-1.4,6,-21,3
CC1CN(CCCCOc2ccc(F)cc2)CC(C)O1 (stereo not given),4,-8,97,-33,0,1,-1.1,0,-4,-7
O=C(/C=C/c1ccc([N+](=O)[O-])cc1)OCC(=O)c1ccc[nH]1,-9,2,101,-8,0,1,-0.9,-4,5,6
CCC(=O)Nc1c2c(nn1-c1ccccc1C)CSC2,7,-3,96,-27,-4,1,0.9,-2,-3,11
COCCCNC(=O)/C(C#N)=C1\N=C(NC(=O)c2cccs2)c2ccccc21,-2,-2,138,-29,4,0,-2.2,0,58*,3
CS(=O)(=O)N1CCN=C1SCc1cccc(F)c1,-4,4,98,8,-2,1,-1.0,1,0,11
CCCC[n+]1ccn(C2=C([O-])c3ccccc3C(=O)/C2=N\S(=O)(=O)c2ccccc2)c1,-8,-4,99,-13,-6,-3,-1.9,-7,-30,-24
O=C(O)c1cccc(-n2c(-c3cnccn3)n[nH]c2=S)c1,-2,6,96,-32,3,1,3.6,-2,9,-9
Cc1ccc(NS(=O)(=O)c2cccs2)nc1,-8,2,102,-37,4,2,-2.5,7,0,2
CCOC(=O)C1CCCN(c2c(Nc3cccc(C)c3)c(=O)c2=O)C1 (stereo not given),1,2,99,-1,8,2,-1.7,-1,0,2
COC(=O)c1c(NC(=O)CC2SC(N)=NC2=O)sc2c1CCC(C)C2 (stereo not given),7,4,99,-6,2,6,0.1,-5,10,6
CC(C)(C)C1CCC(OCC(O)CN2CCCC2)CC1 (stereo not given),-10,3,101,-8,-5,-2,-1.1,-2,-6,1
O=C(COC(=O)c1cc(S(=O)(=O)N2CCOCC2)c(Cl)cc1Cl)NC1CC1,-4,-3,95,-14,-4,-1,-2.0,-6,1,19
Cc1cc(N=CC2=C(O)CCCC2=O)no1,0,0,96,7,14,0,1.8,-3,11,-2
COCCCNCCCOc1ccc(C)cc1Br,1,-4,99,-28,-4,-1,-1.9,-1,8,-3
CC1CCC2(CC1)NC(=O)N(CC(=O)N1c3ccccc3CC1C)C2=O (stereo not given),6,-4,97,-19,-7,2,-3.5,9,2,3
CC(CCc1ccccc1)NC(=O)CCNC(=O)c1ccccc1Cl (stereo not given),0,-8,93,-7,3,0,-4.0,-6,1,-1
O=C(NNC(=O)c1ccccc1[N+](=O)[O-])c1ccco1,-2,-4,102,-10,-1,1,-4.6,6,1,1
O=C(c1cc(-c2ccco2)nn1-c1cccc(Cl)c1)N1CCCCC1,4,1,109,-12,48*,3,1.4,-3,24,31*
O=C(Nc1ccccc1N1CCN(C(=O)c2ccc(Cl)cc2)CC1)c1ccc(Br)cc1,5,-4,98,2,-7,-2,-1.4,2,-1,2
Cc1ccc(N2CC(=O)N(c3ccc(C)cc3)CC2=O)cc1,-5,4,100,-36,4,1,-0.6,0,2,4
CCCN=C(Nc1ccc(Cl)cc1)c1cccnc1,-5,0,98,-8,-4,-1,-2.5,8,0,9
CCC(CC)NC(=O)CSc1nnc(-c2c[nH]c3ccccc23)o1,-4,3,99,4,1,2,0.7,-15,0,9
COc1cccc(CN2CC(C(=O)N(C)Cc3nc4ccc(F)cc4[nH]3)CCC2=O)c1 (stereo not given),-7,0,105,-6,-14,1,-1.9,9,8,7
COc1cccc(/C=C2\SC(=O)N(CC(=O)NCCCn3ccnc3)C2=O)c1,-10,2,101,-18,9,-1,1.4,0,2,3
CCC(=O)Nc1cc2nn(-c3ccccc3)nc2cc1Cl,-2,-1,92,-32,-2,-2,-0.8,-3,-28,9
O=S1(=O)CCN2C=C(Br)C=C(Br)C2=N1,0,3,99,-19,-14,1,-0.9,-2,3,-8
Cc1ccc(S(=O)(=O)N2CCOCC2)cc1NC(=O)COC(=O)/C=C/c1ccco1,-3,-2,89,-12,4,-1,0.6,-7,2,-3
Cc1ccc(/C=N\NC(=O)c2cncc(Br)c2)o1,-12,-4,96,-18,-5,2,-2.4,-2,17,-6
Cc1ccc(NC(=O)Cc2ccsc2)cc1S(=O)(=O)N1CCOCC1,-7,-4,100,7,-3,0,-3.9,10,-1,2
CCCCN(CCCC)CCCNC(=O)C12CN(Cc3ccccc3)CC1C(c1cccc([N+](=O)[O-])c1)=NO2 (stereo not given),-2,-4,97,0,-5,-3,-0.7,-2,-4,-3
CCOC(=O)N1CCN(C(=O)c2ccc3c(=O)n(CCc4ccccc4)c(=O)[nH]c3c2)CC1,-5,1,92,9,-3,1,-1.7,-7,14,7

(continued)
SMILES,NOD2 RIPK2 PPI,HTR2A ag,ABCB6 inh MLPCN,SRC2 inh,ABHD5 PLIN5 PPI,Glyco luc inh,MC4R barr agon,TLR9-MyD88 inh,Cardio protect,MC4R antagonist
CC(c1ccccc1)n1c(CCCO)nc2ccccc21 (stereo not given),24*,-1,99,6,6,-1,-0.8,-6,0,6
CCN(CC)CCNC(=O)c1cc(-c2ccc(Br)s2)nc2ccccc12,-13,-6,96,5,9,2,4.9,8,7,33*
COc1ccccc1N1CCN(CC(O)COc2ccc(C)cc2C)CC1 (stereo not given),3,-6,98,8,1,1,1.9,-5,1,1
CCCNC(=O)COc1nc2ccccc2nc1N1CCOCC1,2,7,86,-35,1,1,-2.6,-8,-9,-3
NS(=O)(=O)c1ccc(N=Nc2ccc(=O)[nH]c2O)cc1,-9,-8,99,-7,-1,2,-3.9,8,-1,-31
N#Cc1nc(COc2ccc(F)cc2)oc1N1CCC(Cc2ccccc2)CC1,-12,4,87,10,5,-2,3.2,-1,-4,-5
COc1cc(NS(=O)(=O)c2ccc(NC(=O)c3cccs3)cc2)nc(OC)n1,-5,-2,97,-37,3,0,-2.3,-7,0,2
CCC(=O)N1CCC1(C)C(=O)NCc1ccccc1SC (stereo not given),-2,2,97,-14,3,3,1.1,/,3,2
O=C(CSc1ncnc2c1cnn2-c1ccccc1)NC1CCCC1,-3,6,102,-23,7,-5,-1.6,-4,-6,0
COC(=O)c1cc2c(s1)-c1ccccc1OC2,3,2,99,-22,-7,3,1.1,-8,-20,0
O=C(O)CCSC(=S)N1CCOCC1,-2,1,93,-8,1,1,1.4,-5,9,2
OCCSc1c(F)c(SCCO)c(SCCO)c(F)c1SCCO,-3,13,102,-19,1,1,0.5,4,-2,10
CCOC(=O)c1c(N/N=C/c2ccncc2)n[nH]c1C,-13,8,93,-30,0,4,-3.4,3,-1,-6
CCOc1cc(C2C(C(=O)N3CCOCC3)=C(C)NC3=C2C(=O)CCC3)ccc1O (stereo not given),0,-1,97,-4,-1,1,-0.8,-9,-1,-1
COc1ccccc1C=NNC(=O)c1ccccc1OCCOc1ccccc1,-10,-8,96,5,-4,-1,1.1,0,22,11
OC[C@@H]1CN(Cc2ccc(Cl)cc2)C[C@H](n2cnc3c(N4CCN(c5ccccc5)CC4)ncnc32)O1,5,-5,102,24,10,-3,4.0,/,4,8
O=C(Cc1ccccc1)Nc1ccc(C(=O)Nc2ccccc2C(=O)O)cc1,-3,2,99,7,-5,2,-0.5,-6,3,-1
CC(=O)Nc1ccc(C(=O)Nc2ccc(S(=O)(=O)N3CCCCC3)cc2)cc1,-11,-6,89,21,7,0,-2.3,5,0,13
O=c1[nH]c2cccnc2n1Cc1ccccc1,-14,-2,104,10,0,1,-1.2,-6,17,3
O=C(CCC1CCCCC1)Nc1ncn[nH]1,2,-2,101,7,-2,2,-1.8,-6,-4,8
O=C(C=CC(=O)Nc1ccc(F)cc1F)Nc1ccc(F)cc1F,-12,-4,96,6,-2,-2,/,/,0,/
CCOC(=O)Cc1c(C)nc2c(-c3ccccc3)c(C)nn2c1C,-4,0,88,0,2,1,-0.7,4,1,4

Not all compounds are listed (hit frequency here may not be typical).
